Compound activity from PubChem BioAssay.
SW480 rereplic = induces DNA re-replication in SW480 colon adenocarcinoma cells | SW480 DNA re-replication, Hoechst DNA content imaging, 48 h | Potency, µM (highest dose often 46.1 µM), inactives show at the top dose re-replication activation, actives largely listed as activators | actives 1.8% (n = 340,000) | AID 624297; also: potency is read from the fitted curve at half-maximal effect; % of control where 0% means no effect; nearly all actives have a fitted effect of over 55% in size
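Image-based DNA-content assay: after two days of treatment, nuclei were labelled with the DNA dye Hoechst and imaged, and hits were compounds raising the count of nuclei showing high fluorescence intensity.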
IL1B secr inh = inflammasome signaling inhibition, IL-1 beta readout | THP-1 LPS/ATP IL-1B secretion, AlphaLISA, 16 h; stronger effect = lower value | activity change, % at 57.5 µM | actives 4.7% (n = 360,000) | AID 743279; in the data active = activity change below about -50%; inconclusive = mostly about -30% to -49%; also: % is scaled to controls: 0 for no effect and ±100 for the full control effect
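THP-1 cells pretreated 1 hr with compounds (up to 57.5 uM final), then stimulated with LPS (250 ng/mL final) plus ATP (1.25 mM final); secreted IL-1B measured by AlphaLISA after 16 hr, decreased signal indicating inhibition.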
KB-V1 MDR tox = kills drug-selected multidrug resistant KB-V1 cells; actives 3.4% (n = 400,000); AID 1347076; Potency, µM (titrated, usually from 46.1 µM), without a hit: top-dose activity change, negative = cytotoxicity, usual class: cytotoxic; KB-V1 MDR cells viability, CellTiter-Glo, 72 h; also: potency is read from the fitted curve at half-maximal effect; % is scaled to controls: 0 for no effect and ±100 for the full control effect; nearly all actives have a fitted effect of over 60% in size
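KB-V1, DMEM (no phenol red) + 10% FBS; cpd pin-transferred, titration series; 72 h, 37 degrees C; CellTiter-Glo, luminescence. Data normalized, curve-fit.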
GLP-1R agonist = GLP-1 receptor (human) agonism. P43220. HEK293 GLP-1R CRE-luciferase, luminescence, 4-6 h; cells express a hypersensitive GLP-1R form. Potency, µM (doses to about 45.6 µM), without a hit: at the top dose activation, usual class: activators. actives 0.007% (n = 380,000). AID 624172; also: potency is read from the fitted curve at half-maximal effect; % of control where 0% means no effect
Target sequence (P43220 whole entry, looked up): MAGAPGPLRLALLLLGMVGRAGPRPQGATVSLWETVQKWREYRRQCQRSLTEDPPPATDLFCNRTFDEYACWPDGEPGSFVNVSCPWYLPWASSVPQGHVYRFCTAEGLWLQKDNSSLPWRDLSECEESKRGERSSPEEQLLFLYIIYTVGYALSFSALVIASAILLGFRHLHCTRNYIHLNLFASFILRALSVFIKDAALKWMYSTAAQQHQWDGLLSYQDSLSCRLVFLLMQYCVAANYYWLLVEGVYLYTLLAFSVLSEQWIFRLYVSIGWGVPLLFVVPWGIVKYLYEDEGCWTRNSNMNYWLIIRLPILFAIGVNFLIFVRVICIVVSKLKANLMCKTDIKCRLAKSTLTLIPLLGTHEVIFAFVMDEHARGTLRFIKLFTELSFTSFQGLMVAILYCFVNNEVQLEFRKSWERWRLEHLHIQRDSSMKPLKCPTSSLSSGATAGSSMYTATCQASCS
D3 ag = D3 dopamine receptor (human) agonism. D3R DiscoveRx beta-arrestin cells, luminescence, 90 min. max activation, %. actives 0.58% (n = 410,000). AID 652048; in the data active = max activation above about 30%; also: 0% is about no effect; mostly tested at two doses, the higher about 12 µM
Target sequence (P35462 whole entry, looked up): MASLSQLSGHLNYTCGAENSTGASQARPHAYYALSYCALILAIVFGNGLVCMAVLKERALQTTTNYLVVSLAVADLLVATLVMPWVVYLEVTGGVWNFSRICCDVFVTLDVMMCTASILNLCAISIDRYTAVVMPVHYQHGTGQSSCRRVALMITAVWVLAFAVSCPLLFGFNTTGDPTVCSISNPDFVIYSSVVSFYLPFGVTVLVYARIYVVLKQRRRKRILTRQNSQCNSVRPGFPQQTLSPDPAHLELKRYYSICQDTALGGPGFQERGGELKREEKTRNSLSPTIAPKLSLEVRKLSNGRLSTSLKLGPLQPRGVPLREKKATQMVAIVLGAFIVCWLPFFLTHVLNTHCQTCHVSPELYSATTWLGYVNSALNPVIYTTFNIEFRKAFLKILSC
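Agonist mode: compounds and dopamine controls were applied to plated cells for 90 min at 37 degrees C after an overnight attachment at 1500 cells/well. Luminescent read-out followed 30 - 60 minutes at room temperature with DiscoveRx detection reagent.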
HT1080 IDH1KD tx = toxicity to HT-1080 IDH1 knockdown cells (counter line). HT-1080 IDH1 knockdown viability, ATP luminescence, 48 h. Potency, µM (top dose mostly 46.1 µM), for the others: at the highest dose activity, negative = toxicity, hits mostly cytotoxic. actives 2% (n = 360,000);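 also: potency is read from the fitted curve at half-maximal effect; 0% = DMSO wells and -100% = cell-free medium wells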
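In this qHTS, HT-1080 cells depleted of IDH1 are exposed for 48 h at 37 °C to compound titrations. Toxicity is scored from CellTiter-Glo luminescence, with DMSO as full viability and medium alone as none.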
KB-3-1 tox = KB-3-1 parental cell cytotoxicity | actives 1.4% (n = 400,000) | KB-3-1 viability, CellTiter-Glo ATP luminescence, 72 h | Potency, µM (titrated, usually from 46.1 µM), for the others: at the top dose activity change, negative = cytotoxic, usual class: cytotoxic | AID 1347075; also: potency is read from the fitted curve at half-maximal effect; % is scaled to controls: 0 for no effect and ±100 for the full control effect; nearly all actives have a fitted effect of over 60% in size
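Here the drug-naive KB-3-1 line serves as comparator for MDR sub-line selectivity; cells received compound titrations, 72 h at 37 °C, then CellTiter-Glo readout.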
HT1080NT lethal = kills 2HG-producing HT-1080-NT fibrosarcoma cells; actives 1.6% (n = 360,000); HT-1080-NT fibrosarcoma viability, CellTiter-Glo ATP luminescence, 48 h; Potency, µM (doses to about 46.1 µM), without a hit: at the highest dose activity, negative = less viability, actives largely listed as cytotoxic;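 also: NT is the 2HG producing partner of a matched IDH1 knockdown line; potency is read from the fitted curve at half-maximal effect; 0% = DMSO-treated cells and -100% = media-only wells without cells; nearly all actives have a fitted effect of over 55% in size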
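A 48-hour cytotoxicity screen used HT-1080-NT cells plated 2 hours before compound delivery. ATP-based CellTiter-Glo luminescence measured viability, normalized to DMSO and no-cell controls.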
D3 antag = blocks the human D3 dopamine receptor; actives 2.5% (n = 360,000); P35462; AID 652054; max response, negative = inhibition, %; D3R cells, DiscoveRx beta-arrestin luminescence, antagonist mode; stronger effect = lower value; in the data active = max response below about -50%; inconclusive = no clear call, values can overlap the other calls; also: % is scaled to controls: 0 for no effect and ±100 for the full control effect; mostly tested at two doses, the higher about 12 µM
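Cells plated overnight at 1500 cells/well, then exposed to library compounds with dopamine controls for 90 minutes at 37 degrees C. DiscoveRx reagent added for 30–60 minutes at room temperature; luminescence read, quantitative HTS format.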
* marks the source's active call; other numbers are inactive results; u = inconclusive; x = not tested or not shown; [ ] = remark or other dose. Unless noted, calls follow the shape of the dose curve; as a rule, active = well fitted curve in the direction sought with a large enough effect; inconclusive = small, poorly fitted or top-dose-only effect, or another doubt; inactive = no such curve, though single readings can be large; an effect the other way counts as inactive or inconclusive. Compounds as they come; 12% or so of the library scored in one or more.

mol | SW480 rereplic | IL1B secr inh | KB-V1 MDR tox | GLP-1R agonist | D3 ag | HT1080 IDH1KD tx | KB-3-1 tox | HT1080NT lethal | D3 antag
Cc1ccc(N2C(=O)NC(NC(=O)C(C)(C)C)(C(F)(F)F)C2=O)cc1 (centres undefined) | -3% | 14 | 1% | -1% | 2 | 14% | 22% | 2% | 0
COc1ccc(OC)c(S(=O)(=O)N2CCCC2C(=O)NC(C)c2ccccc2)c1 (centres undefined) | 4% | 0 | -7% | 6% | 2 | 1% | 10% | 1% | 8
Cc1cc2cc(CNC(=S)Nc3ccc(OC(F)(F)F)cc3)ccc2[nH]1 | -4% | -26 | 0% | -3% | -7 | -16% | 0% | 0% | -17
O=S1(=O)CC(O)C(N=Nc2c(O)n(Cc3ccccc3)c3ccccc23)C1 (centres undefined) | u | -2 | -1% | 8% | -15 | -16% | 2% | -6% | -9
CCOC(=O)N1CCN(C(=O)c2cc3c(s2)-c2ccccc2OC3)CC1 | -9% | -24 | 5% | 15% | -5 | 1% | -13% | 10% | -12
CCCCC1NC(C(=O)O)CS1 (centres undefined) | -1% | 3 | 22% | 7% | 0 | 17% | 21% | 14% | 46
CCCCCCCCN1C(=O)[C@H](CC(=O)NCCc2ccccc2OC)C[C@@]2(C(=O)OCC)CCC=C12 | x | -4 | u | x | -5 | u | u | -5% | -7
CC(C)(C)c1ccc(NC(=O)c2cc(C3CCCN(S(=O)(=O)c4cccc5cccnc45)C3)on2)cc1 (centres undefined) | x | 39 | 23µM* | 1% | -11 | u | u | -21% | 0
COc1ccc(Oc2cccc(Cl)c2CNC(=O)CCCC(=O)O)cc1 | u | -5 | 10% | -3% | 6 | 1% | -3% | 2% | u
CCC(C(=O)OCC(=O)N1CCN(c2ccc(OC)cc2)CC1)c1ccccc1 (centres undefined) | 3% | 5 | -17% | -8% | -2 | 10% | 0% | 0% | 7
COC(=O)c1cc(S(=O)(=O)NC2CCN(Cc3ccccc3)CC2)cn1C | -1% | -2 | u | 3% | 1 | -10% | -9% | -6% | 12
O=C(CCNS(=O)(=O)c1ccccc1F)N1CCN(C/C=C/c2ccccc2)CC1 | 99% | -20 | u | 12% | -7 | -11% | 6% | 1% | -13

New compounds follow:
mol | SW480 rereplic | IL1B secr inh | KB-V1 MDR tox | GLP-1R agonist | D3 ag | HT1080 IDH1KD tx | KB-3-1 tox | HT1080NT lethal | D3 antag
CCc1nn2c(N(C)CCO)cc(C)nc2c1-c1ccc(F)cc1 | -3% | 2 | -22% | 20% | 5 | -12% | -1% | -13% | 3
CC(=O)NCC12CC3CC(C1)CC(C(=O)O)(C3)C2 | -2% | -11 | u | -16% | -2 | -4% | 5% | 12% | 30
CN(C)c1nn(C(=O)Nc2cccc(C(F)(F)F)c2)cc1-c1ccccc1 | -2% | -10 | -27% | -6% | -2 | 0% | -7% | -16% | 20
O=C(NN=Cc1ccccc1Cl)c1ccc(-n2cnnn2)cc1 | -12% | -16 | -15% | -1% | -2 | 0% | 2% | -7% | -26
Clc1ccc(CNc2cnccn2)cc1 | 0% | -14 | 0% | 6% | 2 | -2% | u | 6% | 0
CCC(=O)Nc1ccccc1C(=O)NC1CCCCC1 | -9% | 6 | -1% | -12% | -6 | -7% | -2% | -6% | -27
CC(=O)c1ccc(NC(=O)C2(c3ccccc3)CC2(Cl)Cl)cc1 (centres undefined) | -12% | x | -17% | 6% | -7 | -12% | 3% | -15% | -12
Nc1ccc2c(C(F)(F)F)cc(C(F)(F)F)nc2n1 | u | 62 | u | 12% | 1 | 0% | 9% | 1% | 9
O=C(CC1SC(=NCC2CCCO2)NC1=O)Nc1cccc2ccccc12 (centres undefined) | -5% | 31 | -6% | 4% | -4 | -3% | -1% | -2% | 5
COC(=O)CCN(C(=O)c1ccc(N2CCCC2)c([N+](=O)[O-])c1)c1ccccn1 | -3% | 23 | -3% | 15% | -6 | -2% | -8% | 6% | -25
COc1ccc(-c2ccc(CN3C(CC(C)C)C(=O)N(Cc4cn(CCC5OCCO5)nn4)CCS3(=O)=O)cc2)cc1OC (centres undefined) | x | 20 | 12% | -5% | -3 | 12% | 0% | 7% | -2
CC1CCCCN1C(=O)COC(=O)Cc1c[nH]c2ccccc12 (centres undefined) | 1% | 11 | 10% | 5% | -7 | -4% | -6% | -7% | 1

Continuation:
mol | SW480 rereplic | IL1B secr inh | KB-V1 MDR tox | GLP-1R agonist | D3 ag | HT1080 IDH1KD tx | KB-3-1 tox | HT1080NT lethal | D3 antag
Cc1ccc(C(=O)NCCc2cccc(Cl)c2)cc1[N+](=O)[O-] | 1% | -56* | 16µM* | 0% | -4 | 8% | 2% | -6% | 9
CN1CCN(C(=O)CCN2C(=O)/C(=C/c3ccccc3Cl)SC2=S)CC1 | u | -97* | u | -1% | -4 | u | u | u | -22
CCc1c(-c2cccc(Cl)c2)ncn1Cc1cccc(-c2ccccc2)c1 | x | u | 16µM* | x | -2 | u | u | u | -6
O=S(=O)(c1ccc(C2=CSC3=NCCN23)cc1)N1CCOCC1 | 2% | -9 | 2% | -8% | -1 | 9% | 4% | 9% | 0
C[C@@H]1CN([C@@H](C)CO)C(=O)c2cccc(NC(=O)Nc3ccccc3)c2O[C@H]1CN(C)C(=O)Nc1cccc2ccccc12 | 2% | -19 | -5% | -1% | -16 | 1% | -6% | 2% | -21
CC(=O)Nc1ccc(NC(=O)C2CCCN2C(=O)Nc2ccc(F)cc2)cc1 (centres undefined) | -28% | -1 | -2% | 1% | 3 | 8% | 2% | 9% | 4
O=C(COC(=O)c1cc([N+](=O)[O-])ccc1N1CCOCC1)NCc1ccccc1 | x | -16 | -24% | 13% | 3 | -4% | -3% | -7% | -3
O=C1c2cccnc2C(=O)N1Cc1ccc(S(=O)(=O)N2CCOc3ccc(Cl)cc32)cc1 | 4% | 29 | 7% | -1% | -6 | 1% | 5% | -1% | 7
CCC1(C)NC(=O)N(CC(=O)N2N=C(c3ccccc3)CC2c2ccc(OC)cc2)C1=O (centres undefined) | 0% | -2 | 0% | 11% | -2 | -8% | 2% | -1% | 10
CC(C)OC(=O)c1nnn(-c2nonc2N)c1CSc1ccccn1 | -6% | -9 | u | 2% | -18 | 0%[9.24 µM] | 0% | -2% | -16
Cc1ccc(NC(=O)CN(C)C(=O)c2sc3cc(Cl)ccc3c2Cl)cc1 | 27% | 5 | -10% | -14% | -21 | -4% | -1% | -5% | -7
CCCCCCn1c(CN2CCN(C(=O)c3ccco3)CC2)nc2c1c(=O)n(C)c(=O)n2C | -13% | -9 | -1% | 15% | 1 | -2% | 3% | 4% | 0

The listing continues:
mol | SW480 rereplic | IL1B secr inh | KB-V1 MDR tox | GLP-1R agonist | D3 ag | HT1080 IDH1KD tx | KB-3-1 tox | HT1080NT lethal | D3 antag
Cn1nc([N+](=O)[O-])nc1Oc1ccccc1N | -20% | 0 | 13% | 3% | 0 | 14% | 2% | 11% | 24
O=C(O)c1ccc(-c2noc(-c3cccc(F)c3)n2)cc1 | -6% | x | 0% | 14% | x | x | 0% | x | x
CN(C)CCn1c(NCc2ccc3c(c2)OCO3)nc2ccccc21 | -4% | -1 | -16% | -4% | -7 | -3% | -6% | -2% | -1
COCCNC(=O)c1cc(-c2ccccc2)nn1CC1CC(c2cccnc2)=NO1 (centres undefined) | -10% | 11 | 16% | 6% | 3 | 1% | 17% | -24% | 25
CC[n+]1c(-c2ccc(C)cc2)csc1Nc1c(C)n(C)n(-c2ccccc2)c1=O | -6% | u | u | 9% | -7 | -24% | u | -4% | -18
C=CCNC(=S)Nc1cc(S(=O)(=O)N2CCOCC2)ccc1-n1cncn1 | 2% | 0 | -11% | 0% | 2 | -3% | 8% | 4% | 3
CCOc1ccc(N2CC(C(=O)NCCN3C(=O)S/C(=C/c4cccnc4)C3=O)CC2=O)cc1 (centres undefined) | -1% | -10 | 19% | 7% | 2 | 2% | -5% | 1% | 3
Nc1nc(NCC(=O)O)nc(N2CCCCCC2)c1[N+](=O)[O-] | -11% | -24 | 0% | 2% | -8 | 18% | 1% | 16% | -9
CCc1nnc(NC(=O)CCC(=O)N2CCN(C3CCCCC3)CC2)s1 | 1% | 22 | 1% | -1% | -1 | 0% | 1% | 0% | -15
Cc1cccc(CN2CCC(C(=O)Nc3ccc(-n4nc(C)cc4C)cc3)CC2)n1 | -3% | 4 | x | -6% | 5 | 14% | x | -8% | 2
CO/N=C/c1ccc(N2CCN(C(=O)c3ccc(C)cc3)CC2)c([N+](=O)[O-])c1 | 1% | -6 | 9.2µM* | 0% | 1 | -11% | u | 4% | 31
O=C(Nc1ccc2c(c1)Cc1ccccc1-2)c1ccccc1F | -47%[inhibitor] | 4 | 1% | 9% | 11 | u | -7% | u | -8
COCCn1c(N2CCCC2)nc2c1c(=O)[nH]c(=O)n2C | -2%[9.22 µM] | 20 | 31% | -10% | 9 | 11% | 11% | 0% | 1
COc1ccccc1NC(=O)CCC(=O)Nc1ccccc1OC | -2% | 16 | 15% | 0% | -2 | -6% | 12% | -1% | 4

Whole records, looked up by structure. Order of screens: SW480 rereplic, IL1B secr inh, KB-V1 MDR tox, GLP-1R agonist, D3 ag, HT1080 IDH1KD tx, KB-3-1 tox, HT1080NT lethal, D3 antag
Record of COc1ccccc1NC(=O)CCC(=O)Nc1ccccc1OC = -2%, 16, 15%, 0%, -2, -6%, 12%, -1%, 4
Record of CCc1nnc(NC(=O)CCC(=O)N2CCN(C3CCCCC3)CC2)s1 = 1%, 22, 1%, -1%, -1, 0%, 1%, 0%, -15
Record of CN(C)CCn1c(NCc2ccc3c(c2)OCO3)nc2ccccc21 = -4%, -1, -16%, -4%, -7, -3%, -6%, -2%, -1
Record of CCOc1ccc(N2CC(C(=O)NCCN3C(=O)S/C(=C/c4cccnc4)C3=O)CC2=O)cc1 (centres undefined) = -1%, -10, 19%, 7%, 2, 2%, -5%, 1%, 3
